Assay outcomes deposited in PubChem BioAssay by The Scripps Research Institute Molecular Screening Center.
LYPLA1 counter – counter-screen for PME1 inhibitors: inhibitors of human LYPLA1. 320,000 tested, 0.16% active. recombinant LYPLA1, FP-Rh probe fluorescence polarization. inhibition, % at 5.9 µM. O75608;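 active = inhibition above the mean of all tested compounds plus 3 SD, set per campaign, cut at about 14% in these data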;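 also: inhibitors block serine hydrolase probe labeling of LYPLA1 so polarization falls; 0% = enzyme with DMSO and 100% = wells lacking LYPLA1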
Target sequence (O75608 whole entry, looked up): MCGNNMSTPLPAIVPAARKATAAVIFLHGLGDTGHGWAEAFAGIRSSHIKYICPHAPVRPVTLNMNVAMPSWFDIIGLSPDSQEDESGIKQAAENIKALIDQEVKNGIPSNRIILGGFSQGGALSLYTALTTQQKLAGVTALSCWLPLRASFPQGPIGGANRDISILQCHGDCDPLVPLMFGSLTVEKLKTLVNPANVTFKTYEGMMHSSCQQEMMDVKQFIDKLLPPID
pPAFAH FP inh – inhibitors of human plasma PAF acetylhydrolase (pPAFAH) | Q13093 | recombinant pPAFAH, FP-rhodamine probe fluorescence polarization | inhibition, % at 3.39 µM | 330,000 tested, 1.5% active | AID 463082;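 active = inhibition above the mean inhibition across the screen plus 3 SD, cut at about 25% in these data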;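 also: inhibitors block binding of the rhodamine activity-based probe so polarization drops; 0% = enzyme with DMSO and 100% = wells lacking pPAFAH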
Target sequence (Q13093 whole entry, looked up): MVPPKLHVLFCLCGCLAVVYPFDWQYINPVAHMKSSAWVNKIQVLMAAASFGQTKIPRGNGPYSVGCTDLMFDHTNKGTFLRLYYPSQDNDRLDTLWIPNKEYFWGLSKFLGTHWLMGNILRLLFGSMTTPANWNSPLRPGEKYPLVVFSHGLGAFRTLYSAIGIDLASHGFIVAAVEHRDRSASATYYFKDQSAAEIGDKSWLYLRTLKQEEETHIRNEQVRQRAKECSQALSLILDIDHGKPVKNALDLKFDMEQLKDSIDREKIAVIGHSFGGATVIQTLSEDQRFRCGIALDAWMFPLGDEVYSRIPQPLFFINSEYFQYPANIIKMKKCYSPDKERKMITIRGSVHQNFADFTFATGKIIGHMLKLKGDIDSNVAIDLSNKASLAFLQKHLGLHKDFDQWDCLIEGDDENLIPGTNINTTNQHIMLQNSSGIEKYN
PAD4 FP inh – PAD4 (human) enzyme inhibition; Q9UM07; recombinant PAD4, RCA probe fluorescence polarization; inhibition, % at 6.36 µM; 330,000 tested, 0.41% active; AID 485272;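 active = percent inhibition above a cutoff equal to the mean of all tested compounds plus 3 SD, cut at about 15% in these data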;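 also: 0% = PAD4 with RCA probe and DMSO and 100% = probe without PAD4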
PAFAH2 inh – PAFAH2 (human) inhibition; Q99487; recombinant PAFAH2, FP-rhodamine activity probe, fluorescence polarization; inhibition, % at 3.39 µM; 340,000 tested, 0.99% active; AID 492956;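 active = inhibition above the mean over all tested compounds plus 3 SD, cut at about 30% in these data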;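 also: inhibitors block probe labeling of enzyme so polarization drops; 0% = enzyme with DMSO and 100% = wells lacking PAFAH2 protein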
PME-1 inh – PME-1 (human) inhibition; inhibition, % at 5.9 µM; 320,000 tested, 0.53% active; Q9Y570; recombinant PME-1, FP-Rh probe fluorescence polarization;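 active = inhibition above the campaign mean of all compounds plus 3 SD, cut at about 26% in these data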;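 also: competitive labeling of PME-1 active site by serine hydrolase directed probe; 0% = PME-1 with DMSO and 100% = wells lacking PME-1 enzyme; inhibitors block probe labeling so polarization falls and inhibition rises; many of its hits are not listed in these tables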
LYPLA2 counter – blocks human lysophospholipase 2, a PME1 counter-screen. O95372. 320,000 tested, 0.38% active. recombinant LYPLA2, FP-Rh probe fluorescence polarization. inhibition, % at 5.9 µM;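 active = inhibition above the screen-wide mean plus 3 SD, limit set per campaign, cut at about 26% in these data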;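 also: 0% = LYPLA2 with DMSO and 100% = wells lacking LYPLA2 enzyme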
GSTO1 counter – blocks human GSTO1 in RBBP9 counter-screen. inhibition, % at 5.96 µM. recombinant GSTO1, activity-based probe fluorescence polarization. 300,000 tested, 1.1% active. P78417;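 active = inhibition above the campaign mean inhibition plus 3 SD, cut at about 35% in these data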;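 also: 0% = GSTO1-1 with DMSO and 100% = wells lacking GSTO1-1 enzyme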
PAFAH1B3 FP inh – PAFAH1B3 (human) inhibition; Q15102; recombinant PAFAH1B3, FP-rhodamine probe, fluorescence polarization; inhibition, % at 3.39 µM; 340,000 tested, 0.28% active; AID 492972;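 active = inhibition above the screen-wide average of all tested compounds plus 3 SD, cut at about 25% in these data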;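 also: 0% = enzyme with DMSO only and 100% = wells lacking PAFAH1B3 protein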
Target sequence (Q15102 whole entry, looked up): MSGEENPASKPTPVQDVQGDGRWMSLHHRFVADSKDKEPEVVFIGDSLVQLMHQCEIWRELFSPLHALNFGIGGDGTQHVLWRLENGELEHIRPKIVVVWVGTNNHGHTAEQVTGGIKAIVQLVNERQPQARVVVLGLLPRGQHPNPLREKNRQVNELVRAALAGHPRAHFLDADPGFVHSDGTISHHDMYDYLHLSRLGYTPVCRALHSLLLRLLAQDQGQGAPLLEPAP
PAFAH1B2 FP inh – blocks human PAF acetylhydrolase 1b catalytic subunit 2; P68402; recombinant PAFAH1B2, FP-rhodamine activity probe, fluorescence polarization; inhibition, % at 3.39 µM; 340,000 tested, 1.2% active; AID 492953;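 active = inhibition above the mean of all tested compounds plus 3 SD, cut at about 24% in these data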;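 also: 0% = enzyme with DMSO and 100% = wells lacking PAFAH1B2; many of its hits are not listed in these tables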
* marks the source's active call; other numbers are inactive results; / = no result given. The list is partial; rates above refer to the full screens.

SMILES	LYPLA1 counter	pPAFAH FP inh	PAD4 FP inh	PAFAH2 inh	PME-1 inh	LYPLA2 counter	GSTO1 counter	PAFAH1B3 FP inh	PAFAH1B2 FP inh
COc1cc(-n2c(=O)c3ccccc3n(Cc3cccc(F)c3)c2=O)cc(OC)c1OC	-0.8	-2.0	0.3	-1.2	0.1	1.9	4.8	0.7	2.9
CN(C)S(=O)(=O)c1ccc(N2CCCC2)c(C(=O)N2CCN(c3ccc([N+](=O)[O-])cc3)CC2)c1	-3.3	0.5	-5.3	-8.1	7.6	-3.5	6.4	5.7	7.4
O=C(NCCO)c1ccc(Oc2ccc(C(F)(F)F)cc2[N+](=O)[O-])cc1	-0.9	4.4	-5.7	-0.9	-3.2	1.6	-1.8	2.5	1.1
CCOC(=O)c1sc(NC(=O)CSc2n[nH]c(-c3ccncc3)n2)c(C#N)c1C	1.0	3.2	4.1	0.7	-3.0	0.8	-9.0	11.1	-0.2
CC1CC(=O)N(c2ccc(NCc3ccc(Cl)cc3)c([N+](=O)[O-])c2)C1=O (configuration not stated)	2.4	8.2	-1.5	-5.5	3.8	4.8	-1.7	2.2	15.9
COC(=O)CSc1nnc(-c2sc3ccccc3c2Cl)o1	0.3	6.7	-3.4	4.4	1.9	8.1	1.3	1.9	-1.1
COc1ccc(-c2c(C#N)c(N)nc3sc(C(=O)c4ccc(C)cc4)c(N)c23)cc1	-2.2	-0.2	-1.3	-3.8	9.2	1.3	0.8	-2.1	-0.3
CC(C)N(Cc1cnn(C)c1)Cc1nc(Cc2ccccc2Cl)no1	0.2	5.8	-2.6	-4.3	0.7	2.6	-1.3	1.2	-5.1
O=C(Nc1ccccc1N1CCN(c2ccccc2)CC1)c1ccccc1F	-3.1	-1.7	4.6	7.6	-2.1	-2.9	2.5	-3.6	0.5
Cc1ccc(C)c(CSc2nc3[nH]ncc3c(=O)[nH]2)c1	-2.6	2.2	-5.0	2.6	-2.2	-0.8	1.6	-0.9	3.1
O=C(Cn1cnc2ccccc2c1=O)N1CCN(c2ccccc2)CC1	1.3	2.3	-4.5	-3.7	-6.0	-0.3	0.9	4.0	3.2
Cc1cc(C)n(CC(=O)NC2CCCc3c2cnn3-c2ccc(C)c(C)c2)n1 (configuration not stated)	-2.7	-1.5	2.0	0.7	-4.5	-8.8	4.0	5.0	-6.6
COc1ccc(NC(=S)N2CCN(Cc3ccco3)CC2)c(OC)c1	1.0	-2.3	-5.5	-1.3	3.8	6.9	5.0	7.6	-3.7
COc1ccccc1N1CCN(C(=O)c2ccc3c(c2)CCN3S(=O)(=O)c2ccccc2)CC1	2.3	5.5	-0.3	8.3	7.9	14.0	-0.6	-3.7	4.6
O=C(CCc1nnc(Cc2ccc(-c3ccccc3)cc2)o1)NCCc1cccnc1	-1.5	4.5	0.0	7.7	0.3	1.9	-1.6	-5.1	1.9
Cc1cccc(NC(=O)Cc2ccc(NC3=NC4CS(=O)(=O)CC4S3)cc2)c1 (configuration not stated)	-1.5	2.0	-1.2	1.3	-6.3	-1.5	1.0	0.1	5.7
Cc1occc1-c1nnc(SCC(=O)N2c3ccccc3CCc3ccccc32)n1C	-0.9	-2.6	-0.9	0.8	4.1	-4.0	5.7	3.4	7.8
COC(=O)c1ccc(C(=O)OC)c(NC(=S)N2CCN(c3ccccc3)CC2)c1	-3.6	6.0	-1.6	2.7	7.8	3.2	-1.6	-12.5	4.7
Cc1ccc(S(=O)(=O)c2nnn3c2nc(N2CCOCC2)c2ccccc23)c(C)c1	-2.4	2.5	-0.1	10.3	27.1*	2.8	5.6	1.6	4.2
CCNc1nc(N)nc(Oc2ccc(OCc3ccccc3)nn2)n1	-1.3	1.2	7.6	7.7	2.2	5.3	2.5	1.5	4.5
CCCCSc1cc(C)nc(N)n1	-0.6	5.5	-5.2	4.4	-6.2	6.6	-2.0	3.8	5.5
Cc1ccc(SCC(=O)NCCN2C(=O)CSC2=O)c(C)c1	1.0	2.7	-1.5	-9.3	-3.6	6.1	3.2	-7.5	3.2
COc1ccccc1-c1nnc(SCC(=O)N2CCCC2)o1	-3.4	4.5	-0.2	6.5	3.8	-2.2	1.4	5.2	6.8
O=C(c1ccco1)N1CCN(C(=O)c2[nH]ncc2[N+](=O)[O-])CC1	3.2	1.7	-3.8	-4.2	-1.4	6.5	1.3	-1.7	3.4
CC(=O)N1CCN(C(=O)c2ccc(NS(=O)(=O)c3ccc4c(c3)OCCO4)cc2)CC1	0.3	-2.0	-2.1	6.3	2.6	2.5	-9.0	7.4	4.3
COc1ccc2c(c1)CCCN2S(=O)(=O)c1ccc(Cl)cc1	1.9	13.1	4.9	-0.6	0.6	9.5	3.1	6.7	3.7
CC(C)(CNC(=O)c1ccc(NS(=O)(=O)c2ccc(F)c(F)c2)cc1)N1CCOCC1	3.1	2.2	3.5	5.7	6.4	5.7	3.1	4.9	0.6
COc1ccc(CNC(=O)CCn2cccc2)cc1	0.1	-1.0	-1.1	6.1	-7.0	4.7	10.6	7.4	-1.0
O=C(COC(=O)c1ccc(F)c(S(=O)(=O)N2CCOCC2)c1)NCCc1ccccc1	0.0	6.5	2.0	-0.9	-2.7	4.0	1.8	1.1	-0.3
Cc1ccc(-n2c(C)cc(/C=C3\SC(=O)NC3=O)c2C)cc1	0.8	14.0	-3.2	4.3	6.6	0.6	2.5	11.9	4.7
c1ccc(CN2CCN(Cc3c[nH]c4ccccc34)CC2)cc1	1.0	0.1	-0.6	6.4	-3.3	-4.1	8.0	12.3	3.5
CC(Oc1ccccc1)C(=O)Nc1nnc(S(=O)(=O)N(C)c2ccccc2)s1 (configuration not stated)	-1.6	4.2	-7.9	6.5	-6.8	4.0	-15.4	6.7	11.4
CC(=O)C1=C(C)NC(SCC(=O)c2ccc(Cl)cc2Cl)=C(C#N)C1c1ccco1 (configuration not stated)	-9.1	28.3*	-20.5	4.0	-10.4	-10.9	-1.2	2.7	1.1
Cc1ccc(NC(=O)C2(NC(=O)c3ccccn3)CCCCC2)cc1Br	-5.7	1.3	-0.8	-0.3	8.0	-1.4	-7.8	1.0	1.9
COC(=O)/C=C/c1ccc(-n2cncn2)cc1	-4.2	5.7	0.2	-1.7	0.6	1.7	3.0	-3.4	-0.4
C=CCNC(=O)C1CCN(c2ccc(S(=O)(=O)N3CCOCC3)cc2[N+](=O)[O-])CC1	-0.5	3.0	2.5	6.1	-1.9	9.6	6.2	11.9	10.6
CCN1c2ccccc2NC2N=C(OC)C(c3ccccc3)C21 (configuration not stated)	-0.1	5.1	2.3	3.7	9.8	-1.6	22.0	0.6	-1.7
O=C1OC(Cc2ccccn2)C(O)=C1C1=NCCCN1 (configuration not stated)	-1.5	3.1	-4.5	4.9	1.1	1.7	-2.9	7.0	2.1
COC(=O)c1ccc(S(=O)(=O)NNC(=O)COc2ccc(C)cc2)cc1	-0.5	2.7	1.0	-2.8	0.5	5.8	-0.3	6.0	11.8
NS(=O)(=O)c1ccc(CCNC(=O)CNC(=O)c2ccc(Oc3ccccc3)cc2)cc1	4.1	7.1	-3.9	4.1	3.0	-0.1	4.2	3.7	3.5
C=CCC1C=CCC(CC=C)N1C(=O)c1ccccc1[N+](=O)[O-] (configuration not stated)	1.1	1.1	0.7	0.3	0.2	10.3	-4.3	6.5	23.2
O=C(CNC(=O)c1ccc2c(c1)OCCO2)N/N=C/c1ccc([N+](=O)[O-])cc1	-0.9	0.8	-2.9	6.3	-0.3	0.6	9.2	4.2	-3.1
Cc1ccc(C2(C)NC(=O)N(CC(=O)NC(=O)NC(C)(C)C)C2=O)cc1 (configuration not stated)	0.4	0.9	15.8*	1.8	-4.3	-2.8	8.7	9.5	5.6
Cc1ccc(NC(=O)CCc2nc3ccccc3[nH]2)cc1C	-0.8	-3.0	1.0	1.1	1.2	1.2	-4.0	-3.2	1.4
S=C(Nc1ccc(Oc2ccccc2)cc1)NC1CCCCCC1	-18.5	-6.9	0.9	-22.4	-24.7	-24.1	-10.7	7.0	9.5
c1ccc(-c2ccccc2-c2nc(-c3ccncc3)no2)cc1	-3.8	2.9	2.0	0.1	6.3	2.0	-1.2	-7.2	2.1
COc1ccc(N2C(=O)CCC(C(=O)N3CCC(C(N)=O)CC3)C2c2ccc(F)cc2)cc1 (configuration not stated)	-0.1	1.9	-3.8	6.9	-4.3	-2.7	9.6	-8.0	3.7
COc1cccc(C(=O)OCC(=O)NC23CC4CC(CC(C4)C2)C3)c1	/	26.7*	1.3	81.6*	/	/	/	12.1	19.3
CCc1cccc(CC)c1-n1c(SCC(=O)N2CCc3ccccc3C2)nnc1-c1cccnc1	0.5	-0.4	-15.2	1.6	5.3	2.7	1.5	-2.3	6.2
Cc1ccc(/C=N/NC(=O)c2cccc(S(=O)(=O)N3CCOCC3)c2)o1	-0.5	6.7	1.8	1.3	6.3	4.4	-1.9	0.3	-0.7
CCOC(=O)N1CCN(C(=O)CNC(=O)c2ccccc2F)CC1	/	6.0	-97.2	2.0	/	/	/	10.8	4.8
CC(=O)c1c(C)[nH]c(C(=O)Nc2c(C)n(C)n(-c3ccccc3)c2=O)c1C	1.9	3.7	0.0	12.0	-1.2	2.7	-5.9	16.6	3.7
COc1ccc(CCn2c(C)cc(C(=O)COC(=O)c3ccc(NC(=O)CC#N)cc3)c2C)cc1	-34.0	10.0	1.6	-44.8	-40.6	-61.4	-60.2	-22.9	-21.0
Cc1cccc(C)c1NC(=O)c1cccnc1	-1.5	-0.5	-2.4	-33.3	-10.2	-0.5	1.7	6.1	0.2
CCOC(=O)N1CCN(S(=O)(=O)c2ccc(C(=O)NNc3nc4c(C)cc(C)cc4s3)cc2)CC1	-2.1	32.1*	5.0	/	4.1	4.2	1.8	/	/
CCC(C)NCCOCCOc1ccc(C)cc1Br (configuration not stated)	1.1	0.8	1.9	-5.6	4.1	5.1	-5.2	6.8	-1.1
Cn1nccc1C(=O)Nc1ccc2c(c1)OCO2	-3.0	7.8	-3.4	-3.9	2.7	2.5	4.4	-1.5	2.9
Cc1ccc(S(=O)(=O)N2CCCOC2CNC(=O)C(=O)NCCc2c[nH]c3ccccc23)cc1 (configuration not stated)	0.4	6.2	-2.5	-1.5	-3.2	1.8	1.8	11.8	24.1
C=C1CCN(CC(=O)OC)S(=O)(=O)c2ccccc21	2.5	2.7	-7.9	-1.7	4.1	1.2	6.0	-4.3	0.5
C/C(=N\NC(=S)NCc1ccccc1)c1ccccc1F	2.0	10.0	-3.5	1.0	-0.4	-3.0	-8.0	7.9	2.3

Among those listed so far, these have a thiophene ring, fused or not.
SMILES	LYPLA1 counter	pPAFAH FP inh	PAD4 FP inh	PAFAH2 inh	PME-1 inh	LYPLA2 counter	GSTO1 counter	PAFAH1B3 FP inh	PAFAH1B2 FP inh
CCOC(=O)c1sc(NC(=O)CSc2n[nH]c(-c3ccncc3)n2)c(C#N)c1C	1.0	3.2	4.1	0.7	-3.0	0.8	-9.0	11.1	-0.2
COC(=O)CSc1nnc(-c2sc3ccccc3c2Cl)o1	0.3	6.7	-3.4	4.4	1.9	8.1	1.3	1.9	-1.1
COc1ccc(-c2c(C#N)c(N)nc3sc(C(=O)c4ccc(C)cc4)c(N)c23)cc1	-2.2	-0.2	-1.3	-3.8	9.2	1.3	0.8	-2.1	-0.3
